# FN deposition inh: fibronectin deposition inhibition | AH1F fibroblasts, Alexa488-fibronectin deposition fluorescence, overnight | inhibition, % at 12.6 µM | 350,000 tested, 0.086% active;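 active = mean inhibition across replicates of 30% or more, regardless of how many single replicates reach that level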;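 note: positive control wells lacked labelled fibronectin entirely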
#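 Test system: AH1F fibroblast monolayer depositing Alexa488-labelled fibronectin into matrix. Input: 10000 cells per well. Technique: fluorescence, ex 485 nm, em 525 nm. Buffer or medium: DMEM plus 2% serum, read in PBS. Timing: 1 h cell adhesion before compound, then overnight fibronectin incubation. Compound: single dose, pinned. Read-out basis: inhibition from reduced deposited-fibronectin fluorescence.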
# EWS-Fli block: inhibitors of EWS/Fli oncoprotein transcriptional activity; A673 NR0B1-luciferase reporter, viability-normalised; inhibition, % at 12.6 µM; 350,000 tested, 0.67% active; AID 651661;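 active = mean inhibition of at least 50% after viability correction, with every replicate also passing that limit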;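 note: firefly luciferase signal divided by Alamar Blue viability fluorescence both relative to DMSO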
# Cneo AK release: causes C. neoformans cell lysis. adenylate kinase release luminescence, 4 h; normalised: neutral wells 0, clomiphene wells 100. lysis activity, % at 15 µM. 360,000 tested, 0.2% active;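 active = mean lysis activity across replicates of at least 80%, whatever share of replicates individually reach that level; inactive = mean lysis activity below 80%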
#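 Assay system: C. neoformans cells. Amount: yeast cell density of 5 × 10^6 cells/mL. Technique: AK luminescence. Buffer or medium: YPD. Times: static 4 h at 37 °C with compound, 1 h detection. Dosing: single-point compound dose. Read-out: lysis from increased AK signal.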
# PAX8 reporter: lowers PAX8-driven luciferase in RMG-I cells; 360,000 tested, 1.2% active; AID 652154; inhibition, % at 12.6 µM; RMG-I TPO-luciferase reporter, SteadyGlo, 24 h;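 active = mean replicate inhibition at least 60% with every replicate also reaching 60%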;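 note: luciferase light reporting Pax8 driven TPO promoter activity; plate controls were median of neutral control wells for no effect and mitoxantrone controls for full effect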
# LGR2 inh: inhibitors of bursicon-induced Drosophila LGR2 receptor cAMP signaling | HEK293 LGR2, CRE-luciferase, bursicon-stimulated, 4 h | inhibition, % at 9.99 µM | 380,000 tested, 0.35% active | AID 720647;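 active = drop in luminescence signal, shown as inhibition above about 50% in the replicate tests, limit read from the data, passing the limit was not always enough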;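 note: agonist challenge used bursicon conditioned medium at about half maximal strength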
# CASP6 VEID inh: blocks human caspase-6 cleavage activity. purified caspase-6, Z-VEID-R110 cleavage fluorescence. inhibition, % at 12.5 µM. P55212. 350,000 tested, 0.53% active;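 active = mean inhibition across replicates at least about 35%, with every replicate also reaching that limit, limit read from the data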;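 note: 0% = median of neutral control wells and 100% = no fluorescence left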
# Target sequence (P55212 24-179 limits assumed): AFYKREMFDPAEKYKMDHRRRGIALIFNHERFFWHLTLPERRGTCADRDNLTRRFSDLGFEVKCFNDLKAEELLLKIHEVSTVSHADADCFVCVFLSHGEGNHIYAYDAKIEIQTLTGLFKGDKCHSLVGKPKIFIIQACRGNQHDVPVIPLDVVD
# Target sequence (P55212 194-293 limits assumed): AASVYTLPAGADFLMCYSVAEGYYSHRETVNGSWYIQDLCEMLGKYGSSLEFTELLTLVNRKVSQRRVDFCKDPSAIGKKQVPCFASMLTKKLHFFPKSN
# miR-122 sensor: inhibitors of miR-122 in Huh7 cells; AID 602342; activation (reporter increase), % at 12.5 µM; 340,000 tested, 0.3% active; Huh7 miR-122 Renilla luciferase sensor, 48 h; neutral wells = 0, positive control = 100;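 active = mean replicate activation score at least 90 and every replicate individually at or above 90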;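 note: higher luciferase means less miR-122 activity so hits act as miR-122 inhibitors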
# PGC1a acetyl inh: PGC1a acetylation modulation, inhibitor mode | U2OS PGC1a acetylation, AlphaScreen anti-acetyl-lysine; with virally co-expressed GCN5 acetyltransferase | AID 651687 | 350,000 tested, 0.17% active | inhibition, % at 15.6 µM;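 active = every replicate shows inhibition of at least 40%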;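 note: 0% = neutral control wells and 100% = positive control wells; some results beyond the cut were filed as inactive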
# An asterisk follows results filed as active; x = no result given; [ ] = another dose, or the depositor's remark.
No.	SMILES	FN deposition inh	EWS-Fli block	Cneo AK release	PAX8 reporter
1	Cc1noc(C)c1S(=O)(=O)Nc1ccc2c(c1)CC(=O)N([C@H](C)CO)C[C@H](C)[C@H](CN(C)Cc1ccccc1)O2	x	2	-1	19
2	CC(Cc1cccnc1)NC(=O)c1ccccc1OC1CCN(S(C)(=O)=O)CC1 (configuration not stated)	5	5	x	13
3	CCC(=O)Nc1ccc2c(c1)OC[C@H](C)N(Cc1cccnc1)C[C@@H](C)[C@H](OC)CN(C)C2=O	-14	-3	-1	-2
4	CCC(=O)N(C)C[C@H]1Oc2cc(-c3ccccc3)ccc2S(=O)(=O)N([C@@H](C)CO)C[C@@H]1C	x	-7	-14	x
5	O=S(=O)(Cc1ccccc1)N1CC2(C1)[C@H](c1ccccc1)[C@@H](CO)N2CC1CCOCC1	x	-1	x	5
6	COc1ccc(CN(C)C[C@@H]2Oc3c(NS(=O)(=O)c4ccc(C)cc4)cccc3C(=O)N([C@@H](C)CO)C[C@@H]2C)cc1	x	-3	0	3
7	CN(C)C(=O)C[C@H]1CC[C@H]2[C@@H](COC[C@@H](O)CN2Cc2ccc(C(F)(F)F)cc2)O1	5	2	0	-8
8	CC(C)N1CCCC(C)(C(=O)Nc2ccc3c(c2)OCO3)C1 (configuration not stated)	-3	-9	-1	-6
9	Cn1c(/N=C/c2ccc3c(c2)OCO3)nc2ccccc21	x	-2	3	x
10	CNC[C@@H]1Oc2ccc(NS(=O)(=O)c3cn(C)cn3)cc2CC(=O)N([C@H](C)CO)C[C@@H]1C	0	-3	-2	-19
11	C[C@@H]1CCCCO[C@H](CN(C)C(=O)CCCN(C)C)[C@H](C)CN([C@@H](C)CO)C(=O)c2cc(NC(=O)NC3CCCCC3)ccc2O1	x	-10	2	-14
12	COc1ccc(C)cc1N1CC(C(=O)Nc2ccccc2C(=O)NC2CC2)CC1=O (configuration not stated)	x	8	1	14

No.	LGR2 inh	CASP6 VEID inh	miR-122 sensor	PGC1a acetyl inh
1	-5	-2	-5[16.7 µM]	x
2	33	-3	x	1
3	-4	0	x	-3
4	-1	0	0[16.7 µM]	-5
5	7	-2	x	0
6	-8	0	6[16.7 µM]	-1
7	-3	x	6[16.7 µM]	8
8	-41	0	3	10
9	-8	-3	-4	x
10	-2	-3	-9[16.7 µM]	1
11	7	2	2[16.7 µM]	0
12	4	2	x	5

# Later entries
No.	SMILES	FN deposition inh	EWS-Fli block	Cneo AK release	PAX8 reporter
13	CCSCc1nc2ccccn2c1Br	7	-10	x	-3
14	O=C(NC1=NCCS1)c1cc2ccccc2o1	0	x	-9	13
15	O=S(=O)(c1ccc(NC(=S)Nc2ccc(OC(F)F)cc2)cc1)N1CCOCC1	-3	-3	0	-2
16	COC(=O)c1sc(-c2ccc(Cl)cc2)cc1NC(=O)CSCC(=O)O	8	9	4	0
17	COc1ccc2c3c([nH]c2c1)[C@H](CO)N(C(=O)c1cccc(F)c1)CC31CCN(C(=O)c2ccccc2)CC1	-1	6	x	-18
18	O=C(Nc1ccc(C(F)(F)F)cc1)N1CCN(C(=O)c2ccco2)CC1	4	-3	-2	11
19	O=C(CC12CCC(CC1)C2)NCc1ccc2c(c1)OCO2	-13	x	3	-41
20	COC(=O)c1cc(-c2ccccc2)sc1NC(=O)CN1C(=O)c2ccccc2C1=O	-5	x	8	-2
21	COCCCNC(=O)c1ccc(CS(=O)(=O)c2ccccc2OC)o1	9	3	-2	-30
22	C[C@H](CO)N1C[C@H](C)[C@@H](CN(C)Cc2ccncc2)Oc2c(NC(=O)c3ccc(-c4nccs4)cc3)cccc2C1=O	x	1	-2	10
23	COCC(=O)Nc1ccc2c(c1)[C@H]1C[C@H](CC(=O)N[C@H](C)c3ccccc3)O[C@H](CO)[C@H]1O2	x	5	2	5
24	CCCCCC[N+](C)(C)CC/C=C1/c2ccccc2Sc2ccc(Cl)cc21	12	6	x	50

No.	LGR2 inh	CASP6 VEID inh	miR-122 sensor	PGC1a acetyl inh
13	0	-3	x	x
14	x	x	3	11
15	-4	x	12	x
16	5	-2	x	11
17	4	-2	x	-9
18	13	6	x	9
19	x	x	-5	x
20	x	x	-12	-11
21	11	5	x	3
22	1	3	4[16.7 µM]	1
23	5	-1	0[16.7 µM]	1
24	-8	5	x	-4

# Going on with the list.
No.	SMILES	FN deposition inh	EWS-Fli block	Cneo AK release	PAX8 reporter
25	S=C(Nc1ccc(Cl)cc1)N1CCN(C2CCCCC2)CC1	-2	x	6	x
26	COc1ccc(CCNC(=O)CSc2cn(Cc3ccccc3)c3ccccc23)cc1OC	9	2	0	13
27	Cc1ccc(S(=O)(=O)N2CCC(C)CC2)c([N+](=O)[O-])c1	-8	8	6	6
28	COc1cccc(-c2nc(CS(=O)(=O)CC(=O)NCCc3ccc(OC)c(OC)c3)c(C)o2)c1	3	x	x	0
29	COc1ccc(/C=C2\SC(=S)N(CC(=O)NCCO)C2=O)cc1	-5	-13	x	-25
30	CC(C)(C)C(=O)N1CCC2CC1c1cc(-c3ccc4c(c3)OCO4)ccc12 (configuration not stated)	-1	14	-1	-7
31	O=C(CSc1ncnc2c1cnn2-c1ccccc1)Nc1ccccc1	x	8	1	x
32	CCOc1ccc(CN(C)CCc2ccccn2)cc1	-9	-1	x	26
33	CCN(CC)S(=O)(=O)c1cc([N+](=O)[O-])ccc1N1CCC(C(N)=O)CC1	-2	-6	0	-3
34	Clc1ccc(Cc2nnc(-c3cccs3)o2)cc1	8	-77	5	-153
35	Cc1c(C(=O)N2CCCC2)oc2c1-c1nn(CC(=O)NCCCOC(C)C)cc1CC2	6	x	x	3
36	Cc1cc(N2CCN(C)CC2)nc2ccc(NC(=S)N3CCOCC3)cc12	4	5	-1	-20

No.	LGR2 inh	CASP6 VEID inh	miR-122 sensor	PGC1a acetyl inh
25	x	x	-4	7
26	-4	0	-9	6
27	-3	-1	5	-1
28	-27	0	x	x
29	-51	1	-2	16
30	3	-1	-1	-15
31	2	x	-2	6
32	-7	1	-7	2
33	21	-2	-2	-3
34	-32	0	-3	x
35	2	9	-5	-4
36	8	-57	-1	-1

# (further entries)
No.	SMILES	FN deposition inh	EWS-Fli block	Cneo AK release	PAX8 reporter
37	Cc1ccc2nc(NC(=O)C3CC3C)sc2c1 (configuration not stated)	-6	-17	2	-106
38	CC(=O)c1ccc(NC(=O)CN2C(=O)CCC2=O)cc1	11	7	x	3
39	CNC(=S)N(CCc1c(C)[nH]c2ccc(OC)cc12)Cc1cccnc1	3	3	x	0
40	CCC(C)NC(=O)c1cn(CCOC)c(=O)c2c1c1ccccc1n2C (configuration not stated)	5	14	-2	-3
41	C=C(C)C(=O)OCC(C)C	x	-7	-3	x
42	Cc1[nH]c2ccccc2c1C(=O)CN1CCCCC1CCO (configuration not stated)	x	x	5	x
43	Cc1ccc(NS(=O)(=O)N2CCOCC2)cc1	x	x	4	9
44	CCNC(=O)NC(C(=O)OC)C12CC3CC(CC(C3)C1)C2 (configuration not stated)	x	x	-2	x
45	C[C@@H]1CN([C@H](C)CO)C(=O)c2cc(C#Cc3ccncc3)cnc2O[C@H]1CN(C)Cc1ccncc1	3	-10	x	x
46	CC(C)N1CCC(C)(C(=O)Nc2ccc(-n3cccc3)cc2)C1 (configuration not stated)	-5	-20	-2	-13
47	CC(C)(C)c1ccc(S(=O)(=O)NCc2ccccn2)cc1	1	-3	-1	-35
48	CCOC(=O)c1sc(-c2ccc(Cl)cc2Cl)nc1O	-4	-3	x	-32

No.	LGR2 inh	CASP6 VEID inh	miR-122 sensor	PGC1a acetyl inh
37	-77	-3	x	x
38	-4	-3	x	x
39	10	1	x	x
40	8	-2	x	x
41	1	-4	0	7
42	6	x	0	-7
43	5	-1	-2	x
44	-4	-4	0	-14
45	0	x	1[16.7 µM]	-13
46	-2	-3	4	1
47	-3	0	11	0
48	5	-1	x	x

# Ordered by length of the SMILES (highest first): some entries from above
No.	SMILES	FN deposition inh	EWS-Fli block	Cneo AK release	PAX8 reporter
39	CNC(=S)N(CCc1c(C)[nH]c2ccc(OC)cc12)Cc1cccnc1	3	3	x	0
40	CCC(C)NC(=O)c1cn(CCOC)c(=O)c2c1c1ccccc1n2C (configuration not stated)	5	14	-2	-3
46	CC(C)N1CCC(C)(C(=O)Nc2ccc(-n3cccc3)cc2)C1 (configuration not stated)	-5	-20	-2	-13
38	CC(=O)c1ccc(NC(=O)CN2C(=O)CCC2=O)cc1	11	7	x	3
42	Cc1[nH]c2ccccc2c1C(=O)CN1CCCCC1CCO (configuration not stated)	x	x	5	x
43	Cc1ccc(NS(=O)(=O)N2CCOCC2)cc1	x	x	4	9

No.	LGR2 inh	CASP6 VEID inh	miR-122 sensor	PGC1a acetyl inh
39	10	1	x	x
40	8	-2	x	x
46	-2	-3	4	1
38	-4	-3	x	x
42	6	x	0	-7
43	5	-1	-2	x

# (more compounds)
No.	SMILES	FN deposition inh	EWS-Fli block	Cneo AK release	PAX8 reporter
49	CC1CN(C(=O)COC(=O)c2nn(-c3ccccc3)c(=O)c3ccccc23)CC(C)O1 (configuration not stated)	6	3	x	2
50	CCN(CC)CCn1c(=S)[nH]c2cc(C(=O)NCCc3ccc(OC)c(OC)c3)ccc2c1=O	x	-8	-13	7
51	O=C(Nc1ccc(Cl)cc1)c1cc2nc(C3CC3)cc(C(F)(F)F)n2n1	-5	x	-2	x
52	Cc1ccccc1C(=O)c1cccn1CC(=O)NCc1ccc2c(c1)OCO2	2	x	-5	22
53	CC(=O)C1=NOC2C(=O)N(c3ccccc3)C(=O)C12 (configuration not stated)	-5	-11	2	-19
54	C[C@H](CO)N1C[C@H](C)[C@@H](CN(C)CC2CCCCC2)Oc2ccc(NS(=O)(=O)c3cccs3)cc2CC1=O	2	-3	-2	55
55	COc1cc(CC(=O)C(=O)O)oc(=O)c1	3	7	0	9
56	O=C(C[C@@H]1CC[C@H]2[C@@H](COC[C@@H](O)CN2Cc2cccc(C(F)(F)F)c2)O1)NCc1ccncc1	2	2	0	7

No.	LGR2 inh	CASP6 VEID inh	miR-122 sensor	PGC1a acetyl inh
49	23	0	x	x
50	1	1	-4	-5
51	-3	x	-6	-4
52	x	x	-15	-2
53	8	3	-1	x
54	-3	1	1[16.7 µM]	-1
55	14	7	-19	x
56	0	2	3[16.7 µM]	-1

# High-throughput results: PubChem, Broad Institute
